Screening results from PubChem.
IkB sig inh = suppresses IkB signaling in ABC-DLBCL reporter cells; Potency, µM (top dose mostly 57.1 µM), without a hit: at the highest dose IkBa stabilization activation; actives 0.04% (n = 110,000); AID 445; ABC-DLBCL IkBa-CBG/CBR dual luciferase ratio, 4 h; response scale: scaled: untreated 0%, proteasome inhibitor 100%; active means well fitted curve in the direction sought with a large enough effect in the signal ratio, not every such curve was filed as active; inconclusive means small, poorly fitted or top-dose-only effect, or a change in a side signal; the % refers to the signal ratio;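 further: the direction sought is a rising ratio; 0% = basal untreated cells and 100% = reference inhibitor full response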
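In this assay, an IκBα–CBG68 fusion accumulates when IKK-driven degradation is blocked; native CBR normalizes for cell number. OCI-Ly3 cells were treated 4 h with compound and doxycycline, then green and red light read after Chroma-Glo addition.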
p53ts 32C kill = kills p53ts cells at the permissive temperature | H1299-p53A138V at 32C, ATP luminescence viability, 24 h | Potency, µM (series often up to 46.1 µM), for inactives: at the highest dose activity change, negative = cytotoxicity, most hits filed as cytotoxic | actives 0.93% (n = 130,000) | AID 924;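 further: 0% = DMSO and -100% = full killing by reference compound; nearly all actives have a fitted effect of over 55% in size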
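Cells: H1299 p53ts (A138V), 600/well, pre-incubated 16–30 h at 37C. Cpd up to 46 uM, 24 h, 32C. Readout: ATPlite luminescence, 20 min RT. Normalization: DMSO vs tamoxifen 100 uM. AC50 by Hill equation.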
Peg3 imprint = genomic imprint erasure induction; AID 1948; actives 0.02% (n = 110,000); mouse ES Peg3-LacZ reporter, beta-gal luminescence, 40 h; Potency, µM (top dose mostly 60.7 µM), without a hit: at the top dose activity change, positive = activation, most hits filed as activators;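 further: 0% = negative control wells on the plate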
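Gelatin-coated wells received 300 freshly trypsinized female ES cells with a Peg3LacZ-Neo reporter on the maternal allele, then incubated 40 hours at 37C. BetaGlo was added for 5 minutes at room temperature before a single luminescence read.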
p53ts 39C tox = kills p53ts cells at the nonpermissive temperature | Potency, µM (titrated, usually from 46.1 µM), inactives show at the top dose activity change, negative = cell killing, usual class: cytotoxic | H1299-p53A138V viability at 39C, ATP luminescence, 24 h | actives 1.5% (n = 130,000); further: nearly all actives have a fitted effect of over 55% in size
* marks the source's active call; other numbers are inactive results; ? = inconclusive; . = not tested or not shown; & = joins results of further samples; [ ] = remark or other dose. Unless noted, the call rests on the fitted dose curve; in most records, active means well fitted curve in the direction sought with a large enough effect; inconclusive means small, poorly fitted or top-dose-only effect, or another doubt; inactive means no such curve, though single readings can be large; an effect the other way counts as inactive or inconclusive. Unless noted, on the % scale 0 is the no-effect control and ±100 the full control effect; potency means the concentration at half of the fitted maximal effect. Rows are unselected; any-hit rate near 1.7%.

Every second line gives: p53ts 32C kill	Peg3 imprint	p53ts 39C tox	IkB sig inh
> CCN1CCN(CCNC(=O)c2cn(C(C)c3ccccc3F)nn2)CC1 (configuration not stated)
 : -5%	-11%	-19%	-0.8%
> Cn1cnnc1SCC(=O)Nc1cc(C(=O)O)cc(C(=O)O)c1
 : 14%	-10%[10.9 µM]	30%[activator]	-2.9%
> Cc1cc(C)nc(Sc2c(C)nn(-c3ccccc3)c2C)n1
 : 20%	-9%	17%	0.3%
> Cc1cc2ncn(-c3ncnc4sc(C)c(C)c34)c2cc1C
 : 9%	-12%	2%	?
> O=C(C1CC1)N1CCc2cc(S(=O)(=O)N3CCOCC3)ccc21
 : 2%	-10%	-4%	-0.2%
> Cc1ccc(CNC(=O)c2cnn(-c3ccc(F)cc3F)c2C2CCN(C(=O)OC(C)(C)C)CC2)cc1
 : 24%	-9%[10.9 µM]	0%	?
> COc1cccc(/C=C/c2nc3ccccc3c(=O)n2-c2ccc(C)c(C)c2)c1OC
 : -3%	-18%[10.9 µM]	-19%	1.5%
> COc1ccc(NC(=O)Cn2c3ncccc3c(=O)n2-c2ccc(C)c(C)c2)c(OC)c1
 : 8%	3%[10.9 µM]	-26%	-1.1%
> COc1ccc(OC)c(C2OCCC=CC2C)c1 (configuration not stated)
 : -5%[9.22 µM]	.	9%[9.22 µM]	.
> C=C(C)COc1ccc(-c2[nH]ncc2Oc2cccc(OC)c2)c(O)c1
 : ?	-30%	?	?
> COc1ccc(OC)c(CNC(=O)c2c(C)oc3ncn(C)c(=O)c23)c1
 : 4%	-3%[10.9 µM]	10%	?
> CCN(C(=O)Cc1nc(-c2ccc(OC)cc2)no1)c1cccc(Cl)c1
 : -3%	-7%[10.9 µM]	12%	0.0%
> Cc1ccc2nc(COc3cccc(NC(=O)c4cccc(Cl)c4)c3)cc(=O)n2c1
 : 3%	26%[10.9 µM]	-2%	-0.2%
> CCOC(=O)c1ccc2c(c1)nc(COc1ccccc1C#N)n2CC
 : 2%	14%	5%	0.9%
> Cc1ccc(CSc2nnc(-c3ccco3)n2N)cc1
 : 4%	-12%	-1%	-0.8%
> Cc1oc(-c2ccccc2Cl)nc1CS(=O)(=O)CC(=O)NC(C)CCc1ccccc1 (configuration not stated)
 : 0%	-5%[10.9 µM]	-21%	?
> CC1=C(C(=O)OC(C)C)C(c2ccc(Br)s2)NC(=O)N1C (configuration not stated)
 : -7%	-15%	0%	2.0%
> CCOc1cc(C2c3c(n[nH]c3C)C(=O)N2c2ccc(Br)cc2)ccc1O (configuration not stated)
 : 7%	-13%	12%	?
> C1CCc2nnnn2CC1
 : -13%	-7%	12%	0.1%[25.6 µM]
> CN1CCc2c(sc3c2C(=O)NC(c2cccs2)N3)C1 (configuration not stated)
 : -14%	3%	-16%	1.6%

Reformatted with tabs: part of the list above.
SMILES	p53ts 32C kill	Peg3 imprint	p53ts 39C tox	IkB sig inh
CCN1CCN(CCNC(=O)c2cn(C(C)c3ccccc3F)nn2)CC1 (configuration not stated)	-5%	-11%	-19%	-0.8%
Cn1cnnc1SCC(=O)Nc1cc(C(=O)O)cc(C(=O)O)c1	14%	-10%[10.9 µM]	30%[activator]	-2.9%
Cc1cc(C)nc(Sc2c(C)nn(-c3ccccc3)c2C)n1	20%	-9%	17%	0.3%
Cc1cc2ncn(-c3ncnc4sc(C)c(C)c34)c2cc1C	9%	-12%	2%	?
O=C(C1CC1)N1CCc2cc(S(=O)(=O)N3CCOCC3)ccc21	2%	-10%	-4%	-0.2%
Cc1ccc(CNC(=O)c2cnn(-c3ccc(F)cc3F)c2C2CCN(C(=O)OC(C)(C)C)CC2)cc1	24%	-9%[10.9 µM]	0%	?
COc1cccc(/C=C/c2nc3ccccc3c(=O)n2-c2ccc(C)c(C)c2)c1OC	-3%	-18%[10.9 µM]	-19%	1.5%
COc1ccc(NC(=O)Cn2c3ncccc3c(=O)n2-c2ccc(C)c(C)c2)c(OC)c1	8%	3%[10.9 µM]	-26%	-1.1%
COc1ccc(OC)c(C2OCCC=CC2C)c1 (configuration not stated)	-5%[9.22 µM]	.	9%[9.22 µM]	.
C=C(C)COc1ccc(-c2[nH]ncc2Oc2cccc(OC)c2)c(O)c1	?	-30%	?	?
COc1ccc(OC)c(CNC(=O)c2c(C)oc3ncn(C)c(=O)c23)c1	4%	-3%[10.9 µM]	10%	?
CCN(C(=O)Cc1nc(-c2ccc(OC)cc2)no1)c1cccc(Cl)c1	-3%	-7%[10.9 µM]	12%	0.0%
Cc1ccc2nc(COc3cccc(NC(=O)c4cccc(Cl)c4)c3)cc(=O)n2c1	3%	26%[10.9 µM]	-2%	-0.2%
CCOC(=O)c1ccc2c(c1)nc(COc1ccccc1C#N)n2CC	2%	14%	5%	0.9%

Following part
Every second line gives: p53ts 32C kill	Peg3 imprint	p53ts 39C tox	IkB sig inh
> CCCCNC(=O)CCCn1c(=O)c2ccccc2n(Cc2ccccc2C)c1=O
 : 4%	-14%[10.9 µM]	-7%	-1.3%
> Cn1ncc(C#N)c1/N=C/N1CCCCC1
 : 2%	4%	6%	0.6%
> Cn1c(C(=O)NCCCN2CCCCCC2)cc2c(=O)n(C)c3ccccc3c21
 : 15%	-10%	2%	4.0%
> Cc1ccc2c(c1)nnn2C1CCN(S(=O)(=O)c2ccc(C(=O)N3C(C)CCCC3C)cc2)CC1 (configuration not stated)
 : 14%	-18%	-8%	?
> Cc1nc2sccn2c1P(c1c(C)nc2sccn12)c1c(C)nc2sccn12
 : 4%	-14%	-11%	0.3%
> COc1ccc(S(=O)(=O)N2CCN(CC(=O)Nc3ccc(C)c(F)c3)CC2)cc1
 : 3%	-19%	?	?
> O=C(Nc1ccccc1)c1ccc(Br)c(S(=O)(=O)N2CCCCC2)c1
 : 16%	-12%[10.9 µM]	-6%	2.2%
> O=C(NCc1ccccc1)c1noc2c1CCCC2
 : 2%	-43%[inhibitor]	-1%	9.8%
> O=C(Nc1ccc2nc(SCC(=O)N3CCCC3)sc2c1)c1cccc(F)c1
 : -11%	9%[10.9 µM]	-21%	?
> COc1ccc(C(=O)Nc2ccc3nc4c(c(Nc5ccccc5OC)c3c2)CCCC4)c(OC)c1
 : 2%	-32%[inhibitor][10.9 µM]	-78%	?
> COC(=O)[C@@]1(Cc2ccccc2)[C@H]2c3cc(C(=O)N4CCCC4)n(CCc4ccccn4)c3C[C@H]2CN1C(=O)c1ccccc1
 : 7%	-10%	0%	.
> O=C(CCNS(=O)(=O)c1ccc(Cl)cc1)N1CCC2(O)CCCCC2C1 (configuration not stated)
 : -2%	0%	6%	1.1%
> CCOc1ccc(NC(=O)c2nnn(-c3ccc(F)c(Cl)c3)c2C)cc1
 : 3%	-12%[10.9 µM]	3%	0.5%
> CCCCN(CCCC)S(=O)(=O)c1ccc(NC(=O)c2c(-c3ccccc3)noc2C)cc1
 : 9%	-11%[10.9 µM]	22%	0.8%
> COc1ccc(OC)c(NC(=O)C2CCCN(S(=O)(=O)c3c(C)nn(C)c3C)C2)c1 (configuration not stated)
 : 11%	-9%[10.9 µM]	2%	0.4%
> CC(C)(C)[C@@]1(O)CCN2C[C@@H]3c4ccccc4CCc4cccc(c43)[C@@H]2C1
 : -3%&-8%	.	?	4.4%&-8.8%
> Cc1cccc(N2CCn3c2nc2c3c(=O)n(CCc3ccccc3)c(=O)n2C)c1
 : 3%	5%[10.9 µM]	14%	?
> COC(=O)c1cccnc1-n1c(=O)c2cccnc2n(CC(=O)Nc2cccc(C(F)(F)F)c2)c1=O
 : 0%	13%[10.9 µM]	31%[activator]	?
> O=C(CCCn1c(=S)[nH]c2ccccc2c1=O)NCc1ccco1
 : 0%	2%	14%	0.9%
> N#C/C(=C\c1ccc([N+](=O)[O-])o1)c1nc2ccccc2[nH]1
 : ?	.	-28%	.
> CCc1cccc(CC)c1NC(=O)Cn1nnc2sc3c(c2c1=O)CCCC3
 : 4%	2%[10.9 µM]	-4%	-1.7%
> CCn1c(Cc2cccn2C)nnc1SCC(=O)c1ccc(C)cc1
 : -4%	-19%	-5%	7.4%
> COc1cccc(CNC(=O)C(=O)Nc2c3c(nn2-c2ccccc2)CSC3)c1
 : -2%	-7%[10.9 µM]	-16%	0.3%
> CCOc1ccc(NC(=O)NC(C)c2c(-n3cccc3)sc(C)c2C)cc1 (configuration not stated)
 : 0%	-8%[10.9 µM]	-23%	?
> COCCCN(C)C1CCN(C(=O)Nc2ccc(F)cc2)CC1
 : 6%	-8%	12%	-1.1%
> CC(NC(=O)c1ccnc(C(C)(C)C)c1)c1ccccc1 (configuration not stated)
 : 15%	-11%	21%	4.0%
> COc1cccc(C(c2nnnn2Cc2ccco2)N2CCN(c3cccc(C)c3C)CC2)c1OC (configuration not stated)
 : 24%	-22%	-5%	1.6%
> Cc1cc(OC(C)C(=O)N2CCC(c3nc4ccccc4o3)CC2)ccc1Cl (configuration not stated)
 : 0%	-10%[10.9 µM]	-3%	?
> CCCCN(CC)CCCNC(=O)c1cn(C)c2ccc(S(=O)(=O)N(C)C3CCCCC3)cc2c1=O
 : -4%	-13%[10.9 µM]	8%	-0.5%
> Cc1cccc(N2C(=O)C(CC(=O)Nc3ccc(F)cc3)N(C3CCCC3)C2=O)c1 (configuration not stated)
 : -3%	3%[10.9 µM]	-22%	2.1%
> CC(=O)C1=C(c2ccc(C)cc2)N(C(C)=O)n2c(nnc2-c2ccccc2)S1
 : -3%	-9%[10.9 µM]	-4%	?
> CN(C(=O)c1ccccc1Cl)c1ccccc1
 : -1%	-10%	10%	-0.1%
> CCOC(=O)CCn1c(=O)c2c(nc(Br)n2Cc2ccccc2)n(C)c1=O
 : 7%	-5%	17%	0.3%
> COc1ccccc1CNC(=O)CC(c1ccc(F)cc1)N1Cc2ccccc2C1=O (configuration not stated)
 : -7%	20%[10.9 µM]	9%	1.1%
> COc1ccc(S(=O)(=O)c2ccc(OC)c(OC)c2)cc1OC
 : 0%	2%	-2%	-0.7%
> CCc1ccc(-c2nc3ccc(Br)cc3c(C(=O)O)c2C)s1
 : ?	-5%[10.9 µM]	?	?
> CCOC(=O)c1cnc2c(ccc3ccccc32)c1Nc1cccc(Cl)c1
 : 0%	-13%[10.9 µM]	5%	-2.3%
> CN(Cc1ccco1)c1ncnc2ccc(-c3ccccc3C#N)cc12
 : -9%	-24%	-12%	-2.7%[11.4 µM]
> O=C(c1cccn2c(=O)c3ccccc3nc12)N1CCN(Cc2ccc3c(c2)OCO3)CC1
 : -8%	-15%	-5%	-1.0%
> CCC(C)(C)NC(=O)C(c1cccn1C)N(C(=O)Cn1nnc2ccccc21)c1ccccc1OC (configuration not stated)
 : 2%	-10%	0%	0.5%
> COc1cc(OC)c(C2C=C(c3ccc(C)cc3)Nc3c(C(=O)Nc4ccccc4)cnn32)cc1OC (configuration not stated)
 : -11%	-19%[10.9 µM]	-28%	-2.4%
> O=C1CCCc2[nH]c(=O)c(-c3nc(-c4cccc([N+](=O)[O-])c4)cs3)cc21
 : 6%	-11%[10.9 µM]	6%	10%
> O=C(Nc1ccc(N2CCCCC2)cc1)c1cccnc1
 : ?	-60%[inhibitor]	?	?
> Cc1cccc(NC(=O)C2CCN(c3nnc(-n4c(C)ccc4C)s3)CC2)c1C
 : -9%	5%[10.9 µM]	-25%	?
> COC(=O)c1cc(NC(=O)c2nccnc2C(=O)O)cc(C(=O)OC)c1
 : -3%	-1%	1%	1.5%
> Nc1nc(-c2cccnc2)nn1S(=O)(=O)c1ccccc1
 : 1%	-6%	-11%	-0.5%
> COc1ccc(NC(=O)c2ccc3c(c2)c(C)c(C)n3Cc2ccc(F)cc2)cc1
 : -6%	-24%[10.9 µM]	-23%	-0.3%
